GalR3 antag: blocks the human galanin receptor 3; hit rate 0.44% among 360,000; HEK293 GalR3-CNG cAMP membrane potential fluorescence; galR3 body fused to GalR1 C-terminus; inhibition, % at 3 µM;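 active means inhibition above the screen-wide average plus 3 SD, cut at about 13% in these data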;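 further: forskolin and galanin both at EC90 stimulate the cells; cAMP rise reported by CNG channel membrane potential dye signal; 0% = forskolin plus galanin with DMSO and 100% = forskolin alone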
Target sequence (O60755 1-299 limits assumed): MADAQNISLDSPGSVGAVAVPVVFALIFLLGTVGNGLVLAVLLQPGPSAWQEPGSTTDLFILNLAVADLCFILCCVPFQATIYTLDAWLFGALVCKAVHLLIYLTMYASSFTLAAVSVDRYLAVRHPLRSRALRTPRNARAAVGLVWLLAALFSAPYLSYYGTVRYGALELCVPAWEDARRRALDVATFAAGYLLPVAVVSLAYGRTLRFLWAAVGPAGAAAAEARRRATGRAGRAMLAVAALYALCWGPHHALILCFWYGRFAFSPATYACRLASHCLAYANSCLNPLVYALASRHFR
pCIP destab: lowers stability of the mouse p/CIP coactivator protein; F442A p/CIP-EGFP cells, EGFP fluorescence, 16 h; decrease of EGFP signal, % at 10 µM; AID 1984; hit rate 0.01% among 290,000; Q05BA5;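 active means EGFP signal decrease of at least 30% at 10 µM or well 3 SD below plate mean, unless failing retest; inactive means the rest, including hits failing retest or dose response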; further: some compounds called inactive have numbers as strong as hits; many of its hits are not listed in these tables
IDE inh: cellular human IDE inhibition | P14735 | HEK cells, FAbetaB cleavage, fluorescence polarization | inhibition, % at 5.59 µM | hit rate 0.41% among 320,000;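 active means percent inhibition above the average of all tested compounds plus 3 SD, set per screening campaign, cut at about 16% in these data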;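 further: IDE supplied by intact live HEK cells; FP after avidin binding of uncleaved biotin substrate so inhibition keeps polarization high; 0% = DMSO wells and 100% = 60 µM reference IDE inhibitor Ii1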
IMP-1 inh: inhibitors of Pseudomonas aeruginosa IMP-1 metallo-beta-lactamase; purified IMP-1, nitrocefin hydrolysis, epi-absorbance fluorescence; inhibition, % at 5.6 µM; hit rate 0.45% among 290,000; AID 1556;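 active means inhibition above the mean plus 3 SD of all compounds in the same screening run, cut at about 4.5% in these data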;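 further: 0% = IMP-1 with DMSO and 100% = DMSO wells lacking enzyme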
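Test system: recombinant IMP-1 enzyme, purified / Medium: HEPES buffer pH 7.1 with ZnSO4 and Brij 35 / Doses: single dose, 5.6 µM / Times: 25 °C, 15 min preincubation, 25 min reaction / Detection: Epi-absorbance via hydrolysed-nitrocefin quenching of white-plate fluorescence, 480/530 nm, EDTA stop / Evaluation: percent inhibition from optical density relative to buffer-blank wells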
CRFBP-R2 block: CRF-BP/CRF-R2 complex antagonism. HEK293 CRF-R2/CRF-BP, CRF-induced calcium fluorescence. inhibition, % at 11.8 µM. hit rate 0.59% among 350,000. AID 588475;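 active means inhibition of the ligand-induced calcium signal above about 50% at the single tested concentration, limit read from the data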
VIM-2 inh: inhibitors of Pseudomonas aeruginosa VIM-2 metallo-beta-lactamase | AID 1527 | hit rate 0.89% among 290,000 | purified VIM-2, nitrocefin hydrolysis, epi-absorbance fluorescence | inhibition, % at 5.6 µM;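 active means inhibition above the mean of all tested compounds plus 3 SD, cutoff set per screening run, cut at about 7.5% in these data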;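 further: red hydrolysis product quenches plate fluorescence so inhibitors raise well fluorescence; 0% = enzyme with DMSO and 100% = DMSO without enzyme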
HCV NS3 hel inh: blocks Hepatitis C virus NS3 helicase unwinding | NS3 helicase DNA unwinding, Cy5 molecular beacon fluorescence | inhibition, % at 10.9 µM | hit rate 0.56% among 290,000 | AID 1800;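 active means inhibition above the mean of all tested compounds plus 3 SD, set per campaign, cut at about 35% in these data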;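 further: 0% = DMSO wells and 100% = thioflavine S control wells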
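Compound dosing – single dose, 10.9 µM nominal final, DMSO 0.8% final · System – NS3 helicase fragment of HCV · Buffer or medium – MOPS pH 6.5, MgCl2, DTT, Tween20, BSA · Signal – Cy5 beacon fluorescence read at start and 1 h · Also added – annealed dual-labelled DNA beacon duplex, ATP-started · Schedule – 1 h at 25 °C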
UBC9 SUMO inh: blocks human SUMOylation mediated by UBC9 | hit rate 0.36% among 290,000 | HTRF SUMOylation assay, SAE1/SAE2 + UBC9, in vitro | inhibition, % at 35 µM | AID 2006; in the data active means inhibition above about 50%, passing the limit was not always enough; further: strong numbers were not always called active
Target sequence (P63279 whole entry, looked up): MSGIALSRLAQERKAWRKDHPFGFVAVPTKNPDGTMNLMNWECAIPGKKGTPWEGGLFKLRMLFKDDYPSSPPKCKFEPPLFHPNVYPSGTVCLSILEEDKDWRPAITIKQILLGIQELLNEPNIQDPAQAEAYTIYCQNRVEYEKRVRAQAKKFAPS
IDE cell activ: IDE (human) activation, cell-based; HEK cells, FAbeta-B cleavage, fluorescence polarization; 0% vehicle, 100% cell-free pure enzyme wells; activation, % at 5.96 µM; hit rate 0.073% among 340,000;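 active means activation above the mean of all tested compounds plus 3 SD, set per screening campaign, cut at about 17% in these data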
Starred values were filed as active, the others as inactive; x = not tested or not shown.

Structure	GalR3 antag	pCIP destab	IDE inh	IMP-1 inh	CRFBP-R2 block	VIM-2 inh	HCV NS3 hel inh	UBC9 SUMO inh	IDE cell activ
O=S(=O)(c1cccc2cccnc12)N1CCCc2ccccc21	6	-6	1	-1.9	7	-2.4	-1	6	0
Cc1ccc(NC(=O)CCc2c(C)nn(-c3ccc(N4CCCCC4)nn3)c2C)cc1C	1	-10	2	-5.4	6	-3.2	-22	1	2
C[C@H](CO)N1C[C@H](C)[C@@H](CN(C)Cc2ccc(Oc3ccccc3)cc2)Oc2c(NS(=O)(=O)c3cn(C)cn3)cccc2C1=O	-6	x	12	x	6	x	x	x	-1
COc1cc(C(=O)OC2CCCCC2=O)cc(OC)c1C (stereo not given)	-5	-16	1	0.1	12	1.9	13	-3	5
Cc1ccc(CCNC(=O)C2CCCN2S(=O)(=O)c2ccc3c(c2)CCC(=O)N3)cc1 (stereo not given)	x	6	-1	-1.9	34	-2.7	2	2	-2
COc1cccc(C(=O)C2CCCN(C(=O)c3cccc(C#CC(C)(C)O)c3)C2)c1 (stereo not given)	-2	-11	5	-0.1	5	1.1	-25	5	-1
COc1cc(/C=C2/SC(=S)N(CC(=O)Nc3nc4ccccc4s3)C2=O)cc(OC)c1OC	-2	4	1	-2.2	16	-8.7	9	-13	1
O=C(NCC1CCCO1)C1CC(=O)N(C2CCCC2)C1 (stereo not given)	-1	-18	3	-1.9	-28	-5.9	11	-6	9
Cc1ccc(C)c(NC(=O)C2CC3CCC2C3)c1 (stereo not given)	-2	-5	3	0.3	4	-1.1	5	0	4
Cc1nc2cc(F)ccc2n1C1CCN(S(=O)(=O)c2ccccc2)CC1	-1	-11	3	-1.3	-13	-1.4	-14	-1	1
CC1CCCN(C(=O)CSc2cnc3ccccc3n2)C1 (stereo not given)	-7	-1	1	-0.7	7	-1.5	-1	21	-3
CSc1ccccc1NC(=O)C1=CC(c2cccs2)=NS(=O)(=O)N1C	x	1	-2	-3.6	10	-1.5	6	12	2
COc1ccc(C(=O)Nc2c(C)csc2C(=O)O)cc1	4	-3	5	-2.7	5	-0.9	-39	13	x
COc1ccc(C(=O)c2coc3ccc(O)c(CN(C)C)c23)cc1	-6	-13	3	-3.1	-3	-0.9	-7	10	2
COc1ccc(S(=O)(=O)N(C)C)cc1NC(=O)COC(=O)C1CC1	-3	x	7	x	-11	x	x	x	1
Cc1ccc(Cn2c(NC(=O)c3ccco3)nc3ccccc32)cc1	-3	-7	-3	-3.0	6	-2.8	-17	17	5
COCCn1c(SCc2cccnc2)nnc1-c1c[nH]c2ccccc12	x	-12	4	-4.1	13	-1.9	2	-4	3
COc1ccc(CN(C)C(=O)c2ccc(NS(=O)(=O)c3ccc(C)c([N+](=O)[O-])c3)cc2)c(OC)c1OC	-2	x	0	x	2	x	x	x	6
Cc1ccc(CN(CC(=O)N/N=C/c2ccco2)S(=O)(=O)c2ccc(C)cc2)cc1	-3	-6	2	-2.1	-16	-4.5	1	0	4
COc1ccc(Br)cc1CN1CCCC(C(=O)N2CCCCC2)C1 (stereo not given)	-6	-12	5	0.2	18	-1.5	1	14	4
O=C(N/N=C/c1ccc([N+](=O)[O-])cc1)c1cccc(N2CCCC2=O)c1	-1	8	8	-6.8	-16	-2.7	1	7	0
COc1cc(C)c(NC(=O)c2cccc(S(=O)(=O)N3CCCC3)c2)cc1OC	-3	x	1	x	0	x	x	x	-1
Cc1cc(NC(=S)N(CCCN2CCOCC2)Cc2ccco2)ccc1Cl	7	-1	0	-3.2	-12	-4.2	-4	-13	4
Cc1cc(C)c(NC(=O)COC(=O)C2=COCCO2)c(Cl)c1	-3	x	-5	x	5	x	x	x	1
CS(=O)(=O)c1ccc(Cl)c(NC(=O)c2cc(S(=O)(=O)N3CCOCC3)ccc2N2CCCC2)c1	-2	x	3	x	7	x	x	x	4
CCC1(c2ccc(C)cc2)NC(=O)N(C(C)C(=O)Nc2ccc(N3CCOCC3)cc2)C1=O (stereo not given)	-4	x	-4	x	0	x	x	x	6
Cn1nc(C(=O)NCCc2ccc(S(N)(=O)=O)cc2)c2c1-c1ccccc1S(=O)(=O)C2	-6	15	-1	-0.7	13	0.3	-11	3	-2
CCCCCN(C(=O)CSc1n[nH]c(-c2ccc(C)cc2)n1)c1c(N)n(CCCC)c(=O)[nH]c1=O	-1	x	3	x	3	x	x	x	2
Cc1ccc(N(CC(=O)NCC2CCCO2)S(=O)(=O)c2ccc(Cl)cc2)cc1C (stereo not given)	-4	-14	-2	-3.4	-7	-2.0	11	-3	3
CCC(=O)N1CN(S(=O)(=O)c2ccc(C)cc2)CC1C (stereo not given)	-5	-16	-2	-4.5	11	-1.7	5	-12	2
CCOP(=O)(OCC)C(NC(=O)c1cccs1)c1ccccc1 (stereo not given)	-9	-3	5	-5.4	2	0.1	2	-3	3
COc1cccc(C2Nc3ccccc3NC3=C2C(=O)CC(C)(C)C3)c1OC (stereo not given)	-11	-7	2	-3.9	-4	-2.9	6	0	3
O=C1CSc2ccc(S(=O)(=O)NCc3ccccc3)cc2N1	-7	-7	-6	0.9	6	0.1	1	16	10
CC1Cc2ccccc2N1C(=S)Nc1cccc(S(=O)(=O)N(C)C)c1 (stereo not given)	1	-6	0	-3.2	-20	-3.0	0	-6	-2
CCn1cc(C(=O)Nc2ccc3c(c2)OCCO3)c2cc(OC)c(OC)cc2c1=O	4	-6	3	-0.8	7	1.6	-5	7	4
Nc1c(C(=O)c2ccccc2)sc2nsc(SCCN3CCOCC3)c12	-2	-5	29*	-1.8	-92	1.8	-3	0	x
CCOc1cc(NC(=S)NCC2CCCO2)c(OCC)cc1NC(=O)c1ccccc1 (stereo not given)	-3	-5	-3	-1.8	-17	-1.7	-15	2	3
CCOC(=O)N1CCN(S(=O)(=O)CCNC(=O)c2ccc(F)cc2)CC1	-2	x	0	x	-4	x	x	x	-2
Cc1cccc(-n2nc3c(c2NC(=O)c2ccco2)CSC3)c1C	-4	-2	-1	-3.4	8	-3.8	6	22	6
O=C(C1=C[C@@H](C2CCCCC2)C[C@@H](OCc2ccc(CO)cc2)O1)N1CCOCC1	-3	-10	-1	-2.2	-6	-1.4	-3	14	-6
C[C@@H]1CN([C@@H](C)CO)C(=O)c2cc(NC(=O)CCC(F)(F)F)ccc2O[C@H]1CN(C)S(=O)(=O)c1ccc(Cl)cc1	-3	x	1	x	-7	x	x	x	0
CC(=O)c1ccc(NC(=O)CSC(=S)N2CCCC2)cc1	-6	-19	9	-1.0	2	-2.5	4	13	3
COc1cccc(NC(=S)NCCCN2CCOCC2)c1	-1	-1	0	-4.0	-3	-2.2	0	17	0
O=C(CCCN=C1NS(=O)(=O)c2ccccc21)OCC(=O)N1CCc2ccccc21	-5	0	-2	-1.6	-11	-1.4	11	-15	1
O=C(Cc1ccc(S(=O)(=O)N2CCOCC2)s1)NCCc1ccc(F)cc1	-4	x	0	x	-14	x	x	x	0
Cc1ccc(N(C(=O)Cc2cccs2)C2C=CS(=O)(=O)C2)cc1Cl (stereo not given)	-3	11	10	-4.3	0	-5.5	3	-1	1
O=C1OC(c2ccccc2)=N/C1=C/c1cccc(OC(=O)c2cccs2)c1	10	x	-4	-0.1	-27	-2.8	11	x	2
Cn1cc(Cl)c(C(=O)Nc2cccc(Cl)c2Cl)n1	4	-8	-1	-2.9	24	-4.3	2	13	-2
COc1ccccc1-c1cc(C(F)(F)F)nc(N2CCOCC2)n1	-4	1	4	-3.1	-85	-1.9	-3	-29	-3
CCOc1ccc(N(CC(=O)N2CCOCC2)S(=O)(=O)c2ccc(SC)cc2)cc1	-8	-2	-7	-0.5	-17	-1.9	-7	-5	2
CCOCCc1nnc(NC(=O)C2CC(=O)N(c3ccc(OCC)cc3)C2)s1 (stereo not given)	-9	12	3	-0.3	-5	-0.9	6	-2	-1
Cn1c(N)c(C(=O)COC(=O)c2ccc3c(c2)C(=O)N(c2ccc(Cl)cc2)C3=O)c(=O)n(C)c1=O	-6	5	-2	-1.9	19	-0.2	-6	5	8
COc1cccc(-c2nc(CS(=O)(=O)CC(=O)NCCCN3CCOCC3)c(C)o2)c1	5	-6	2	-0.3	5	0.7	-4	18	-6
COc1ccc(OC)c(/C=N/Nc2cc(C)nc(N3CCOCC3)n2)c1	-4	0	5	-4.8	-4	-1.9	-7	1	x
Cc1c(C(=O)O)c(=O)n(-c2ccccc2)n1-c1ccccc1	-5	1	1	1.0	1	0.9	0	16	5
O=C(NNC(=O)c1cccs1)c1ccc(Cl)c(S(=O)(=O)N2CCCC2)c1	-1	x	-4	x	6	x	x	x	2
CCOC(=O)c1c(C)[nH]c(C)c1C(=O)COc1ncnc2cc([N+](=O)[O-])ccc12	0	-5	0	-2.2	4	-0.2	-2	2	3
CC(CNc1nc2ccc(Cl)cc2n2cnnc12)c1ccccc1 (stereo not given)	-10	-10	-1	0.2	-35	-1.8	9	-17	4
Cc1nn(CCCC(=O)NCCc2ccccc2)c(=O)c2nn(-c3ccccc3)c(C)c12	1	3	-5	-1.6	-5	0.0	-2	11	2
COc1ccc(S(=O)(=O)N(C)CC(=O)NCc2cccnc2)cc1C	-3	-11	8	-2.9	-4	-4.5	4	-1	4

The list goes on.
Structure	GalR3 antag	pCIP destab	IDE inh	IMP-1 inh	CRFBP-R2 block	VIM-2 inh	HCV NS3 hel inh	UBC9 SUMO inh	IDE cell activ
Cc1ccc(C)n1-c1cccc(N)c1	x	-16	1	-0.1	x	-1.3	1	19	x
CCOc1ccccc1-c1nc(CN2CCC(C(=O)N3CCOCC3)CC2)c(C)o1	0	-3	-2	-1.1	-11	-1.4	2	12	6
CC(=O)Nc1ccc(NC(=O)C(C)OC(=O)C2CCN(S(=O)(=O)c3cccs3)CC2)cc1 (stereo not given)	0	-11	5	-2.3	-7	-0.6	-4	16	4
CC(=O)c1ccc(C(=O)N2CCCC(N3CCN(c4ccc(F)cc4)CC3)C2)s1 (stereo not given)	-1	-6	3	-1.6	6	0.1	-1	6	3
O=C1CCc2cc(S(=O)(=O)N3CCC(C(=O)NC4CCCCCCC4)CC3)ccc2N1	-1	-17	5	-3.4	68*	-4.2	8	21	1
CCOC(=O)CCC(=O)Nc1ccc(S(=O)(=O)N2CCCC2)cc1	0	6	2	-1.4	-3	-1.2	-4	1	1
COc1ccccc1NC(=O)NCCCN1CCN(c2cccc(Cl)c2)CC1	x	-5	0	-3.5	-15	-5.0	-14	-9	4

Compound activity as filed in PubChem.
